# POLK inh: blocks human DNA polymerase kappa activity | AID 588579 | purified Pol kappa, fluorescent DNA synthesis assay, 10 min | Potency, µM (series often up to 107 µM), for inactives: at the top dose activity, negative = inhibition, most hits filed as inhibitors | 400,000 tested, 0.53% active | Q9UBT6; note: potency is the fitted concentration of half-maximal effect; % is set by controls: 0 for no effect and ±100 for the full control effect
#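 Readout: fluorescence, taken kinetically at 0 and 10 min. Conditions: 10 nM Pol kappa, 15 min RT compound preincubation, 50 nM substrate final. Controls: enzyme-free buffer wells.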
# Apoferritin bind: binds horse apoferritin like a general anesthetic. P02791. AID 485281. apoferritin/1-aminoanthracene competitive binding, fluorescence. Potency, µM (highest dose often 77.5 µM), without a hit: top-dose activity change, negative = displacement, hits mostly inhibitors. 350,000 tested, 0.074% active; note: potency is the fitted concentration of half-maximal effect; % is set by controls: 0 for no effect and ±100 for the full control effect; nearly all actives have a fitted effect of over 20% in size
# Target sequence (P02791 2-175 limits assumed): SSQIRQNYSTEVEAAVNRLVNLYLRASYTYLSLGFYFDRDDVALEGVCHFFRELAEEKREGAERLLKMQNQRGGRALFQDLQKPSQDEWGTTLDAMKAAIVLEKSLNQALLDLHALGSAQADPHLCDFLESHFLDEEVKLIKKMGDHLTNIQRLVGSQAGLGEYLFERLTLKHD
#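 Concentration-response curves derived by four-parameter Hill fitting of normalized fluorescence, where compounds displaced 1-AMA from 10 uM horse apoferritin following a brief 10 min room-temperature incubation; propofol titration acted as positive control.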
# RGS4 inh: human RGS4 inhibition; AID 504845; Transcreener GDP fluorescence polarization, RGS4-accelerated GTP hydrolysis; P49798; 390,000 tested, 0.039% active; Potency, µM (doses to about 114 µM), for the others: at the top dose activity change, negative = inhibition, most hits filed as inhibitors; note: potency is the fitted concentration of half-maximal effect; % is set by controls: 0 for no effect and ±100 for the full control effect; nearly all actives have a fitted effect of over 75% in size; some results filed as inactive show a strong effect at the top dose
# Target sequence (P49798 whole entry, looked up): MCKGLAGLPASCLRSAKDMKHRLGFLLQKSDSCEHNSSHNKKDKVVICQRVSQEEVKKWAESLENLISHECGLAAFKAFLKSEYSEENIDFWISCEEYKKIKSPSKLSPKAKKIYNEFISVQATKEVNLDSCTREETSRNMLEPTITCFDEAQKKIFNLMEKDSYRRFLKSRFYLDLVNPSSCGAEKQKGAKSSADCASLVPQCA
#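 MLSMR compounds (23 nl, pin-transferred) preincubated 10 min at room temperature with a 500nM (2x) first reagent, then RGS4 at 900nM (2x) plus Transcreener GDP mix added; fluorescence polarization (620/688 nm) read before and after 90 min at 30 °C.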
# ALOX12 inh: ALOX12 (human) lipoxygenase inhibition. purified 12hLO, xylenol orange hydroperoxide absorbance. P18054. Potency, µM (doses to about 108 µM), without a hit: at the highest dose activity change, negative = inhibition, hits mostly inhibitors. 580,000 tested, 1.1% active; note: potency is the fitted concentration of half-maximal effect; % is set by controls: 0 for no effect and ±100 for the full control effect
#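 Purified human 12hLO (150 nM final) in 25 mM Hepes, 0.01% Triton X-100, pH 7.0 was preincubated 15 min at room temperature with compound. Then 40 uM arachidonic acid was added, 30 min. Hydroperoxide was read by Fe-XO absorbance ratio 573/405 nm.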
# ERG-DNA inh: inhibitors of human ERG Ets domain-DNA interaction. 370,000 tested, 0.028% active. AID 624246. Potency, µM (highest dose often 76.9 µM), for inactives: top-dose FP activity, negative = inhibition, most hits filed as inhibitors. P11308. fluorescence polarization, His-ERG Ets domain / labelled DNA; active = well fitted inhibition curve with a large enough effect in the polarisation, with a control signal flat; inconclusive = small, poorly fitted or top-dose-only effect, or effect the other way, or a change in a side signal; inactive = no such curve, though single readings can be large or run the other way; the % refers to the polarisation;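 note: polarization taken with two DNA probes labelled with fluorescein and Texas red; potency is the fitted concentration of half-maximal effect; % of control where 0% means no effect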
#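 His-tagged ERG Ets domain (1 uM in the protein solution; 300mM KCl, 50mM Tris-HCl, 1mM EDTA, 1mM DTT, pH 7.5) received compound, then a probe mix of 5 nM fluorescein-DNA and 100nM Texas-615-DNA. Fluorescence polarization was read for both dyes.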
# LDHA inh: LDHA (human) enzyme inhibition. purified LDHA, NADH/diaphorase-resazurin fluorescence; stronger effect = lower value. P00338. 480,000 tested, 0.15% active. activity change, % (values are at about 110 or 230 µM). AID 1347041; in the data active = activity change below about -30%; inconclusive = mostly about -25% to -30%;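 note: plate controls were DMSO wells for no effect and wells without enzyme for full effect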
#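 Human LDH5 at 2 nM final in Tris HCl pH 7.4 with 0.06 mM NADH and 0.2 mM pyruvate, reacted 5 minutes at room temperature. Remaining NADH coupled via diaphorase/resazurin; resorufin fluorescence read at 0 and 20 minutes, normalized to enzyme-free and DMSO wells.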
# APE1 inh: inhibitors of human APE1 endonuclease; P27695; recombinant APE1, TAMRA/BHQ-2 abasic DNA cleavage fluorescence; Potency, µM (doses to about 65.8 µM), inactives show top-dose activity change, negative = inhibition, hits mostly inhibitors; 350,000 tested, 0.35% active; AID 2517;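 note: potency is the fitted concentration of half-maximal effect; plate controls were vehicle for no effect and reference inhibitor for full effect; nearly all actives have a fitted effect of over 55% in size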
# Target sequence (P27695 whole entry, looked up): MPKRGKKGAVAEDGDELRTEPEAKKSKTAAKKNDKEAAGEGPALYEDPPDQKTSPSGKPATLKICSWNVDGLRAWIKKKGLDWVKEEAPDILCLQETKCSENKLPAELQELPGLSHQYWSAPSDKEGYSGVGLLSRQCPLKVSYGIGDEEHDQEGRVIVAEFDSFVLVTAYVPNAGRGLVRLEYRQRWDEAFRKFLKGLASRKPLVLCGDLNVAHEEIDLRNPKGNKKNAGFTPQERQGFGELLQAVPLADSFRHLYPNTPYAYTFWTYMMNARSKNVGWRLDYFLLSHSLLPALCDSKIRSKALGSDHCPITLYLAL
#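 Readout is kinetic fluorescence (ex 525, em 598 nm) from cleavage of 50 nM TAMRA/BHQ-2 THF abasic duplex by 0.75 nM APE1, compound added 15 min beforehand at RT.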
# POLB inh: blocks human DNA polymerase beta activity; P06746; Pol beta primer extension/strand displacement, fluorescence kinetic; Potency, µM (top dose mostly 114 µM), for inactives: at the highest dose activity change, negative = inhibition, actives largely listed as inhibitors; 340,000 tested, 1.3% active; note: potency is the fitted concentration of half-maximal effect; % is set by controls: 0 for no effect and ±100 for the full control effect
#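 Pol beta (10 nM) and compounds were preincubated 15 min at room temperature, then 50 nM substrate (final) started primer extension/strand displacement. Reads were taken at 0 and 10 min; concentration-response data were fitted to a four-parameter Hill equation.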
# Pol eta inh: blocks human DNA polymerase eta activity. 390,000 tested, 1.2% active. recombinant Pol eta, fluorescent DNA replication assay. Q9Y253. AID 588591. Potency, µM (top dose mostly 114 µM), without a hit: at the highest dose activity change, negative = inhibition, most hits filed as inhibitors; note: potency is the fitted concentration of half-maximal effect; % is set by controls: 0 for no effect and ±100 for the full control effect
#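 Pol eta (10 nM) was preincubated with compounds for 15 min at room temperature, after which fluorescent replication substrate (50 nM final) was added to start the reaction. Fluorescence was read kinetically at 0 and 10 min.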
# Numbers without * were called inactive; ? = inconclusive; . = not tested or not shown; [ ] = another dose, or the depositor's remark. Unless noted, calls come from the whole dose curve; as a rule, active = well fitted curve in the direction sought with a large enough effect; inconclusive = small, poorly fitted or top-dose-only effect, or another doubt; inactive = no such curve, though single readings can be large; an effect the other way counts as inactive or inconclusive.
SMILES,POLK inh,Apoferritin bind,RGS4 inh,ALOX12 inh,ERG-DNA inh,LDHA inh,APE1 inh,POLB inh,Pol eta inh
CCOc1ccccc1NC(=O)COc1cccc2c(=O)n(CCOC)ccc12,1%[60.1 µM],-11%,5%,-21%,0%,-8,.,1%,-16%
CCN(CC)Cc1c(O)ccc2c(=O)c(Oc3ccccc3OC)c(C)oc12,-24%,64%[activator],22%,6%,0%,-12,2%,1%,-14%
Cc1ccc(OC(=O)c2ccc3nc(C)sc3c2)cc1,-3%,-7%,?,7%,6%,-5,3%,11%,-21%
CC(C)(C)C(=O)Cn1c(NCCCO)nc2ccccc21,3%,-8%,2%,144%[activator],-4%,-5,2%,-8%,-8%
O=C(N/N=C/c1cc([N+](=O)[O-])ccc1N1CCCCCC1)c1ccccn1,-6%,?,-23%,-4%,1%,-11,-8%,?,-9%
COc1ccccc1C(=O)NC(CCSC)C(=O)Nc1ccc(C)c(S(=O)(=O)N2CCOCC2)c1 (stereo not given),6%,.,2%,47%[activator],-8%,0,2%,.,-3%
CCN(CC(=O)Nc1ccc(NC(C)=O)cc1)C(=O)c1ccc(=O)n(C)n1,4%,.,-11%,167%[activator],.,-1,16%,.,-4%
CC1CCN(S(=O)(=O)c2ccc3c(c2)c(=O)c(C(=O)N2CCCCC2)cn3C)CC1,-12%,-14%,-6%,?,-2%,3,-3%,7%,-4%
O=C(CSc1ccc2nnc(CCNC(=O)c3ccccc3)n2n1)NCc1ccco1,-11%,-5%,-24%,-18%,-4%,-2,38%,-2%,-2%
Cc1ccc(NC(=S)N2CCn3cccc3C2c2cccnc2)cc1 (stereo not given),-15%,2%,-28%,10%,6%,0,14%,0%,-9%
Cc1ccc(S(=O)(=O)N2CCC(NC(=O)OC(C)C)CC2)cc1,1%,0%,15%,14%,3%,-8,-1%,8%,1%
O=[N+]([O-])c1cncc([N+](=O)[O-])c1Nc1ccccc1Cl,2%,?,2%,-28%,-13%,13,-1%,5%,-4%
O=C1NC(=Nc2ccccc2)S/C1=C\c1cccs1,-9%,-8%,-3%,49%[activator],8%,-13,?,?,52%[activator]
OCCN=c1cc(-c2ccccc2)oc2ccc(Cl)cc12,-8%,?,6%,.,-5%,-5,-6%,89µM*,2%
O=C(NC(NC(=S)Nc1cc(Cl)ccc1Cl)C(Cl)(Cl)Cl)c1ccco1 (stereo not given),-6%,?,-42%,?,.,4,-7%,31%,-1%
Cn1c(=O)c(=O)n(C)c2cc(S(=O)(=O)CCC(=O)Nc3c(F)c(F)c(F)c(F)c3F)ccc21,4%,-5%,21%,0%,-19%,1,0%,26%,1%
COc1ccc(-c2sc(Nc3ccc(F)c(F)c3F)nc2CCC(=O)NN)cc1,-4%,-24%,4%,?,-7%,-2,13%,16%,-25%
CN(C(=O)CSc1ccc(S(=O)(=O)N2CCCCC2)cn1)c1ccccc1,-31%,.,-14%,-2%,-12%,-2,6%,.,-18%
CN1CCN(CCCNC(=O)c2cnn(-c3ccc(F)cc3)c2-n2cccc2)CC1,-6%,-4%,16%,-16%,3%,-4,.,0%,-1%
O=C(COC(=O)CCS(=O)(=O)c1ccccc1)Nc1ccc(N2CCCCC2)cc1,-8%,.,-20%,-26%,-12%,-2,13%,.,-8%
CCOc1cc(/C=N/NC(=O)c2cccc([N+](=O)[O-])c2)ccc1OS(=O)(=O)c1ccccc1,-2%,-16%,-19%,-14%,-6%,8,-5%,35%,-12%
Cc1nn(CC(=O)Nc2ccccn2)c(C)c1Br,-11%,-17%,-21%,4%,3%,-8,-1%,23%,-18%
Cc1nc2c3cnn(-c4ccccc4)c3ncn2n1,-3%,0%,-7%,0%,-6%,-6,15%,8%,-14%
Cc1ccc(N(CCC(=O)N2CCOCC2)S(=O)(=O)c2ccccc2)cc1,-14%,.,-11%,?,-3%,0,-8%,.,-19%
CCOc1ccc(OCC)c(NC(=O)CC2Oc3ccccc3NC2=O)c1 (stereo not given),-5%,0%,-9%,4%,-6%,-8,-6%,5%,-18%

# For convenience, part of the list above.
SMILES,POLK inh,Apoferritin bind,RGS4 inh,ALOX12 inh,ERG-DNA inh,LDHA inh,APE1 inh,POLB inh,Pol eta inh
CC1CCN(S(=O)(=O)c2ccc3c(c2)c(=O)c(C(=O)N2CCCCC2)cn3C)CC1,-12%,-14%,-6%,?,-2%,3,-3%,7%,-4%
O=C(CSc1ccc2nnc(CCNC(=O)c3ccccc3)n2n1)NCc1ccco1,-11%,-5%,-24%,-18%,-4%,-2,38%,-2%,-2%

# Quoted at random: 6 records from the list.
SMILES,POLK inh,Apoferritin bind,RGS4 inh,ALOX12 inh,ERG-DNA inh,LDHA inh,APE1 inh,POLB inh,Pol eta inh
COc1ccccc1C(=O)NC(CCSC)C(=O)Nc1ccc(C)c(S(=O)(=O)N2CCOCC2)c1 (stereo not given),6%,.,2%,47%[activator],-8%,0,2%,.,-3%
O=[N+]([O-])c1cncc([N+](=O)[O-])c1Nc1ccccc1Cl,2%,?,2%,-28%,-13%,13,-1%,5%,-4%
CN1CCN(CCCNC(=O)c2cnn(-c3ccc(F)cc3)c2-n2cccc2)CC1,-6%,-4%,16%,-16%,3%,-4,.,0%,-1%
CC1CCN(S(=O)(=O)c2ccc3c(c2)c(=O)c(C(=O)N2CCCCC2)cn3C)CC1,-12%,-14%,-6%,?,-2%,3,-3%,7%,-4%
O=C(N/N=C/c1cc([N+](=O)[O-])ccc1N1CCCCCC1)c1ccccn1,-6%,?,-23%,-4%,1%,-11,-8%,?,-9%
Cc1ccc(S(=O)(=O)N2CCC(NC(=O)OC(C)C)CC2)cc1,1%,0%,15%,14%,3%,-8,-1%,8%,1%

# (more compounds)
SMILES,POLK inh,Apoferritin bind,RGS4 inh,ALOX12 inh,ERG-DNA inh,LDHA inh,APE1 inh,POLB inh,Pol eta inh
CCNC(=O)c1c(NC(=O)c2cc(-c3cc(C)cc(C)c3O)n[nH]2)sc2c1CCCC2,-1%,.,6%,-10%,3%,-6,.,.,-6%
COc1ccc(NC(=O)CCNS(=O)(=O)c2ccccc2F)cc1S(=O)(=O)N1CCOCC1,-5%,.,-13%,456%[activator],3%,-2,.,.,-6%
O=C(NCc1ccccc1)C1CCCN(C(=O)Nc2ccccc2)C1 (stereo not given),-7%,-17%,13%,3%,0%,-8,-5%,1%,-16%
COc1cccc(C(=O)/C=C/Nc2ccc(S(=O)(=O)Nc3onc(C)c3C)cc2)c1,-2%,-6%,16%,-19%,-1%,-4,-7%,-23%,-3%
O=C(Nc1ccc(Br)cc1)c1ccc2ncsc2c1,-19%,-13%,-29%,?,5%,-3,34%,3%,6%
Cc1cc(C)c(NC(=O)CSc2nc3ccc(NC(=O)CSc4nnnn4Cc4ccccc4)cc3s2)c(C)c1,-4%,.,-13%,0%,4%,-6,.,.,3%
N/C(=N\OC(=O)COc1ccc2ccccc2c1)c1cccnc1,-9%,-3%,-7%,-16%,-8%,3,28%,0%,-18%
COc1cccc(C2CC(c3cccs3)=NN2S(C)(=O)=O)c1OC (stereo not given),-7%,-6%,14%,-22%,0%,-7,-2%,16%,2%
COC(=O)/C=C/C(=O)Nc1cccnc1,2%,-6%,17%,0%,-5%,-4,0%,37%,2%
COc1ccc(Cl)cc1NC(=O)c1cc2c(=O)n3ccccc3nc2s1,-7%,221%[activator],?,-23%,-4%,-3,.,7.1µM*,.
CCC(=O)Nc1ccc(-c2nnc(-c3ccccc3)o2)cc1,-3%,-9%,-27%,-2%,2%,-20,0%,8%,-6%
O=C(CN(c1ccccc1F)S(=O)(=O)c1ccccc1)Nc1ccccc1C(=O)N1CCOCC1,-14%,-1%,-10%,-14%,-4%,-7,13%,64%[activator],-4%
COc1ccc(OC)c(CN2CCC(C(=O)N(C)CCc3ccc(OC)c(OC)c3)CC2)c1,-1%,-3%,2%,?,-5%,-18,7%,31%,-10%
COc1ccc(Cn2cccc(NC(=O)Nc3cccc(OC)c3)c2=O)cc1,5%,6%,-17%,-3%,13%,3,-1%,22%,-23%
COC(=O)c1ccc(N2CCN(C)CC2)c(NC(=O)c2cc3ccccc3o2)c1,-8%,-18%,-8%,-17%,-7%,-3,3%,0%,-3%
CN(C)c1ccc(C(=O)/C=C/c2ccccc2)cc1,3%,3%,1%,-6%,-5%,-3,-8%,3%,-4%
COc1cc(OC)c(NS(=O)(=O)c2ccc(Cl)c(C(=O)OC(C)C(=O)N3CCCC3)c2)cc1Cl (stereo not given),-18%,-22%,7%,-19%,-2%,4,-5%,-9%,-9%
CCOC(=O)c1c(C)n(C)c2cc(OCCN(CC)CC)ccc12,-17%,-17%,7%,23%,.,-2,-2%,?,-5%
OC(COc1c(Br)cc(Br)cc1Br)CN1CCOCC1 (stereo not given),-7%,-17%,-3%,0%,8%,-8,3%,-3%,-17%

# Screening results (PubChem)

# Only part of the results is shown. The share of hits here may be higher or lower than overall.
